AGP1 TOR yeast – modulators of AGP1-GFP expression in yeast TOR pathway, primary screen, cell-based, multiplex flow cytometry, S. cerevisiae, MLPCN library; 3 h; GFP as percent of DMSO wells; GFP response vs DMSO, % at 10 µM; actives 0.02% (n = 320,000);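 active = GFP response relative to DMSO above a set limit, near screen average plus 3 SD, cut at about 150% in these data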;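 also: median GFP channel fluorescence of the gated AGP1 strain per well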
CIT2 TOR yeast – modulators of CIT2-GFP expression in yeast, primary screen, S. cerevisiae, GFP fusion, multiplex flow cytometry, MLPCN library | S. cerevisiae CIT2-GFP strain, 3 h; 100 means same as DMSO wells | GFP response vs DMSO, % at 10 µM | actives 0.065% (n = 320,000) | AID 2029, 2009;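 active = GFP response relative to DMSO above a set limit, near the screen mean plus 3 SD, cut at about 150% in these data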;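 also: ratio of well median GFP fluorescence to mean of DMSO wells on the plate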
MEX-5 binding – MEX-5 zinc finger RNA-binding disruptors – biochemical, C. elegans, fluorescence polarization, MLPCN library, primary screen | actives 0.38% (n = 300,000) | MEX-5/FITC-TCR2 RNA binding; active compounds read low | activity score (negative = inhibition of binding), % at 10 µM | Zinc finger protein mex-5 (Caenorhabditis elegans), Q9XUB2 | AID 1832, 2009;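 active = inhibition past about -25% in most replicates, and total fluorescence under double the plate's negative control median, limit read from the data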;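 also: 0% = DMSO and -100% = 5 µM competing unlabeled TCR2 RNA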
VLA-4 inh – inhibition in human VLA-4 binding assay, primary screen, VLA-4 allosteric modulator project, MLPCN library, flow cytometry, VLA-4 expressing cells | ligand binding flow cytometry | Integrin alpha-4 (Homo sapiens), P13612 | actives 0.2% (n = 330,000) | inhibition, % (about 7 µM as worked out from the volumes in the protocol); in the data active = inhibition above about 50%
Bcl-xL primary – inhibitors of human Bcl-xL, primary screen, biochemical, fluorescence polarization, HTS; Bcl-2-like protein 1 (Homo sapiens), Q07817; GST-Bcl-xL / FITC-Bim BH3 peptide fluorescence polarization; inhibition, % at 10.9 µM; actives 0.7% (n = 320,000);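 active = inhibition above the mean of all tested compounds plus 3 SD, cutoff set per campaign, cut at about 30% in these data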;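 also: 0% = DMSO wells and 100% = unlabeled Bim-BH3 peptide competitor; inhibitors lower millipolarization by displacing the labeled peptide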
GLD-1 TGE inh – GLD-1/TGE RNA complex disruptors, primary screen, biochemical, fluorescence polarization | purified GLD-1 + fluorescein TGE RNA | inhibition, % at 5.96 µM | actives 0.44% (n = 320,000) | AID 2280, 2010;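 active = percent inhibition above a per-plate cutoff, the plate mean of test compounds plus 3 SD, cut at about 30% in these data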;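 also: 0% = DMSO wells with GLD-1 and probe and 100% = wells lacking GLD-1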
MCL1-BIM inh – inhibitors of MCL1 binding to BIM-BH3, primary screen, biochemical, fluorescence polarization; inhibition, % at 10.9 µM; GST-MCL1 / FITC-Bim-BH3 fluorescence polarization; Induced myeloid leukemia cell differentiation protein Mcl-1 (Homo sapiens), Q07820; actives 0.68% (n = 320,000);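 active = inhibition above the mean inhibition of all tested compounds plus 3 SD, set per campaign, cut at about 40% in these data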;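 also: 0% = DMSO wells and 100% = unlabeled Bim-BH3 peptide control; higher means more loss of mP so more displacement of Bim peptide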
Target sequence (Q07820 whole entry, looked up): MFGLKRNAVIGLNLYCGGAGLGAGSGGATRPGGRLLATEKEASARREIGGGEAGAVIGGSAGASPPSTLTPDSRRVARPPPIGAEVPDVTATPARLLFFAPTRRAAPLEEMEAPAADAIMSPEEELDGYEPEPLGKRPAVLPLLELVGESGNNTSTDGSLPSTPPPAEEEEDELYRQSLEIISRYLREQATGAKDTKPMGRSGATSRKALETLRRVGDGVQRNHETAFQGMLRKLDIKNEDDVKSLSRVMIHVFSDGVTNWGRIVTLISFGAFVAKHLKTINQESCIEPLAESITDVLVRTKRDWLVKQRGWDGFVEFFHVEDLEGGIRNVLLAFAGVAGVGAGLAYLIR
CR mimetic SO – reduction of superoxide in aged yeast, primary screen, HTS; S. cerevisiae aged cells, superoxide DHE fluorescence; active compounds read low; superoxide response (% of plate mean), % at 10 µM; actives 0.18% (n = 330,000); AID 2690, 2010;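 active = superoxide response under a set limit, about three screen SD below normal, cut at about 65% in these data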;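 also: yeast aged for seven days with compound at 30 °C before DHE staining; 100% = average MFI of all compound-treated wells on the plate with controls excluded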
GRK2 inh – compounds blocking aptamer binding on GRK2 – biochemical, human GRK2, bead flow cytometry, HTS, primary screen; Beta-adrenergic receptor kinase 1 (Homo sapiens), P25098; FAM-aptamer displacement from GRK2; inhibition of aptamer binding, % at 10 µM; actives 0.59% (n = 330,000);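 active = inhibition of aptamer binding above 40%, roughly 3 SD of noise, on plates passing a quality check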;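 also: median bead fluorescence of bound FAM aptamer so fluorescent compounds give negative values; no value below 0 was filed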
Target sequence (P25098 whole entry, looked up): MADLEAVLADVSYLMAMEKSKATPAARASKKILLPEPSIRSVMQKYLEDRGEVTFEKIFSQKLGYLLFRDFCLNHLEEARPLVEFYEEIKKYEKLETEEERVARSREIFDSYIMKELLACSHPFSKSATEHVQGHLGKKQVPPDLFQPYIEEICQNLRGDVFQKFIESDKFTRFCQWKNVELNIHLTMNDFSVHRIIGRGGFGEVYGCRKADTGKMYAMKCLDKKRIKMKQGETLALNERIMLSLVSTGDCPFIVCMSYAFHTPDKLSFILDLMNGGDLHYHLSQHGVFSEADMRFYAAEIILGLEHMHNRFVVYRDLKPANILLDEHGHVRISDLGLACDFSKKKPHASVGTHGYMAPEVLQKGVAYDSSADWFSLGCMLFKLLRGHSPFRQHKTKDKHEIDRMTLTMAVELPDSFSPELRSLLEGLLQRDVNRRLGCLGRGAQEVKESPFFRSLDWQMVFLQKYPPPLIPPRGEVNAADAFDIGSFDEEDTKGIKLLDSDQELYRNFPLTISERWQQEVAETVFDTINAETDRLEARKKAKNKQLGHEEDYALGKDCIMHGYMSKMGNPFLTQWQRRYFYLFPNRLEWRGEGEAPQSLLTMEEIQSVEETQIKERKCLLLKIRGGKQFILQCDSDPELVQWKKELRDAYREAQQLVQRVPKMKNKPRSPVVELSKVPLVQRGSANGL
* = called active by the depositor; . = no result given.

SMILES	AGP1 TOR yeast	CIT2 TOR yeast	MEX-5 binding	VLA-4 inh	Bcl-xL primary	GLD-1 TGE inh	MCL1-BIM inh	CR mimetic SO	GRK2 inh
COC(=O)[C@]1(S(=O)(=O)c2ccccc2)C[C@@H]2ON=C(c3ccc(OC)cc3)[C@@H]2C1	95	101	1.4	-6	0	-6	0	104	4
CN1C(=O)C(O)(c2nnc(-c3ccccc3)o2)c2ccccc21 (centres undefined)	86	83	1.1	20	5	1	-2	96	3
CC(C)CNC(=S)NNC(=O)c1csc2c1CCC(C)C2 (centres undefined)	98	99	0.7	-2	4	2	11	59*	4
CCC(=O)Nc1ccc(NC(=O)CSc2nnc(C(C)C)n2C)cc1	100	95	-2.1	-4	-3	8	-8	105	0
COc1ccc(CCNc2c3ccccc3nc3ccccc23)cc1OC	63	79	-0.7	12	3	3	-2	112	0
CC(C)(C)C(=O)Nc1nnc(CSCc2ccccc2F)s1	97	93	-0.3	-2	2	3	2	96	1
Cc1cc(-c2ccc(Br)cc2)n[nH]1	97	109	1.2	14	5	2	3	102	6
O=c1c2ccccc2oc2ccc(NCCCN3CCOCC3)cc12	83	88	-1.4	-2	27	8	32	100	1
CCOc1ccc(N(CC(=O)NCC2CCCO2)S(=O)(=O)c2ccc(SC)cc2)cc1 (centres undefined)	98	103	0.6	6	6	-1	9	88	0
Cc1cc(-c2nn(-c3ccccc3F)cc2CN2CCC(O)CC2)c(C)s1	107	104	-3.3	-16	6	4	0	96	0
COc1ccc(C(=O)N2CCN(C(C)=O)CC2)cc1S(=O)(=O)N1CCOCC1	102	108	-0.4	10	3	2	3	99	3
CC(=O)N=c1cccc(NC(C)=O)n1O	96	97	1.6	6	4	0	5	104	0
COc1cc(/C=C(/NC(=O)c2ccccc2)C(=O)Nc2ccccc2)c([N+](=O)[O-])cc1OC	98	104	0.4	-15	3	-2	4	87	0
Cc1sc2ncn(CC(=O)N3CCN(c4ccccn4)CC3)c(=O)c2c1S(=O)(=O)N1CCC(C)CC1	91	90	0.8	5	1	1	-4	92	2
c1ccn2c(Cc3nnc4ccccn34)nnc2c1	104	109	-2.7	-12	1	2	-1	109	3
Cc1cc(SCC(=O)c2ccccc2)n2ncc(-c3ccccc3)c2n1	100	101	0.1	13	7	3	-5	121	0
CS(=O)(=O)c1ccc(Cl)c(NC(=O)CSc2nc3ccccc3c(=O)n2CCCN2CCOCC2)c1	104	107	-0.5	3	2	-4	-2	81	0
Cc1ccc(N2CC(C(=O)N3CCc4ccccc43)CC2=O)cc1 (centres undefined)	96	85	-3.0	-4	1	-1	2	97	0
CCCn1c(N2CCN(Cc3ccc(Cl)cc3)CC2)nc2ccccc21	99	97	2.5	23	0	2	-8	98	0
O=C(Oc1cccc2ccccc12)c1ccco1	91	98	0.6	32	1	8	1	103	0
CCn1c(SCc2nc3ccccc3s2)nnc1-c1ccccc1	95	98	-1.9	20	-6	-5	-8	91	1
O=c1oc2ccccc2nc1/C=C(O)/C=C/c1ccc(F)cc1	97	100	0.9	3	-14	-5	-34	104	9
CCOC(=O)c1c(NC(=O)COc2ncnc3ccccc23)sc(C)c1C	100	101	-3.2	12	3	-2	1	98	26
COc1ccc(-n2c(=S)[nH]c3cc(C(=O)Nc4cc(C(N)=O)ccc4OC)ccc3c2=O)c(OC)c1	104	103	-1.0	13	13	-1	12	106	0
COC(=O)c1ccccc1NC(=O)N1CCN(C(=O)c2ccco2)CC1	81	101	0.3	5	8	7	7	106	0
c1ccc(C2Oc3ccccc3C3CC(c4cccs4)=NN32)cc1 (centres undefined)	98	93	4.1	-32	-20	-23	-45	109	0
N#C/C(=C\c1ccco1)Sc1nc2ccccc2s1	98	85	-1.5	-4	6	9	9	108	1
O=C(C1CCCN(S(=O)(=O)c2ccccc2)C1)N1CCN(c2ncccn2)CC1 (centres undefined)	98	92	2.2	4	7	2	5	106	0
O=C(CNC(=O)/C(=C\c1ccc(Br)cc1)NC(=O)c1ccccc1)OCc1ccccc1	99	97	1.3	25	-6	-3	-10	100	1
COc1cc2c(cc1OC)-c1cc(Nc3ccc(N(C)C)cc3)nc(=O)n1CC2	98	97	-0.2	-6	18	-7	15	100	0

The closing five records of the section before come first, to join the parts.
SMILES	AGP1 TOR yeast	CIT2 TOR yeast	MEX-5 binding	VLA-4 inh	Bcl-xL primary	GLD-1 TGE inh	MCL1-BIM inh	CR mimetic SO	GRK2 inh
c1ccc(C2Oc3ccccc3C3CC(c4cccs4)=NN32)cc1 (centres undefined)	98	93	4.1	-32	-20	-23	-45	109	0
N#C/C(=C\c1ccco1)Sc1nc2ccccc2s1	98	85	-1.5	-4	6	9	9	108	1
O=C(C1CCCN(S(=O)(=O)c2ccccc2)C1)N1CCN(c2ncccn2)CC1 (centres undefined)	98	92	2.2	4	7	2	5	106	0
O=C(CNC(=O)/C(=C\c1ccc(Br)cc1)NC(=O)c1ccccc1)OCc1ccccc1	99	97	1.3	25	-6	-3	-10	100	1
COc1cc2c(cc1OC)-c1cc(Nc3ccc(N(C)C)cc3)nc(=O)n1CC2	98	97	-0.2	-6	18	-7	15	100	0
COc1cccc(-n2nnc3c(=O)n(CC(=O)NC4CCCC4)cnc32)c1	99	.	-4.1	6	2	5	-2	106	1
Cc1ccccc1NC(=O)CCN1CCN(C/C=C/c2ccccc2)CC1	99	96	-0.9	3	6	4	4	103	0
CSc1nc2ccccc2n1C(=O)NC1CCCCC1	86	82	1.4	15	1	-4	-1	108	2
O=C(c1ccccn1)N1CCN(c2ccc(C(F)(F)F)cn2)CC1	94	88	-3.2	9	8	1	8	110	2
CCOc1ccc(OCCNC(=O)c2oc3ccccc3c2COC)cc1	96	90	.	5	1	1	2	94	0
CCOC(=O)C1CCN(CC(=O)c2c(C)n(C)c3ccc(OC)cc23)CC1	103	105	-1.5	10	-1	0	0	88	0
Cc1noc(C(=O)Nc2ccc(F)cc2F)c1Cl	100	100	-0.4	10	.	.	.	104	2
O=C(NCc1ccccn1)c1ccc2c(=O)n(CCc3ccccc3)c(=O)[nH]c2c1	101	74	-1.0	12	-1	3	10	82	2
O=C1CSC(c2ccccn2)N1c1cccc(Cl)c1 (centres undefined)	99	92	0.2	5	9	-4	8	118	0
Cc1nc2scc(C)n2c(=O)c1S(=O)(=O)N1CCN(c2ccc(F)cc2)CC1	22	119	-0.5	8	-1	0	3	76	0
O=C(/C=C/c1ccco1)NC(=S)NNC(=O)c1ccco1	91	101	-26*	2	5	0	13	81	0
CCc1ccc(NC(=O)CSc2nc3ccccc3c(=O)n2CCCC(=O)NCCCN2CCOCC2)cc1	103	103	-0.6	15	0	-7	5	111	0
Cc1cc(=O)oc2c(C(=O)/C=C\c3cccs3)c(O)ccc12	96	93	1.7	2	3	-5	-6	114	0
CN(C)S(=O)(=O)c1cccc(-c2nnc(SCc3ccc4c(c3)OCCO4)o2)c1	.	91	0.6	9	1	-1	6	110	0
CCN(CCO)C1CC(=O)N(c2ccccc2C)C1=O (centres undefined)	97	102	1.3	-2	11	9	8	89	0
CC(C)C(NC(=O)CN(c1ccc2c(c1)OCCO2)S(=O)(=O)c1ccccc1)C(C)C	114	107	2.6	32	2	5	-4	107	2
CCCCn1nnnc1SCC(=O)c1ccccc1F	95	97	2.4	3	1	-3	-7	84	5
O=C(CSc1ccccc1)N1CCCC(N2CCN(c3ccccc3)CC2)C1 (centres undefined)	96	90	0.2	4	-1	-5	0	92	3
O=C(O)c1cccc(NC(=O)c2ccc(COc3ccc(Cl)cc3)cc2)c1	134	97	-3.3	-1	11	4	7	101	9
CCCN(C(=O)c1cnccn1)c1c(N)n(Cc2ccccc2)c(=O)[nH]c1=O	105	105	.	11	3	5	-1	99	0
COc1cccc(-c2cc(C(=O)N/N=C/c3cccc(OC)c3OC)c3ccccc3n2)c1	104	91	1.2	9	6	4	3	99	1
COc1cccc(NC(=O)c2c([N+](=O)[O-])cnn2C)c1	102	109	1.0	6	1	1	2	100	2
CCOC(=O)N1CCN(C(=O)C2CCCCC2)CC1	101	101	2.4	-4	1	1	-6	97	0
CCOc1cc(C2NC(=O)NC(c3ccccc3)=C2C(=O)c2ccccc2)c(Br)cc1OCC(=O)O (centres undefined)	107	119	-4.9	-11	4	10	3	98	0
Cc1cccc(Nc2nnc(SCC(=O)c3c(N)n(C4CC4)c(=O)[nH]c3=O)s2)c1C	93	89	.	-14	0	-3	-2	93	0
COc1ccc(-c2csc(NC(=O)c3ccccc3F)n2)cc1	91	104	0.1	-1	5	-6	12	100	.
CC1CCCN(C(=O)C2CCN(CC3CC=CCC3)CC2)C1 (centres undefined)	.	117	-4.3	-12	3	-2	5	104	0
O=C(CSc1cn(Cc2ccccc2)c2ccccc12)NCc1ccc(F)cc1	89	90	-1.4	0	-4	2	1	113	0
C[n+]1cccc(C(=O)NNC(=O)C23CC4CC(CC(C4)C2)C3)c1	101	99	0.7	0	-9	-6	-16	106	0
Cc1ccc2sc(N(CCCN(C)C)C(=O)c3ccc(S(=O)(=O)N4CCOCC4)cc3)nc2c1C	108	100	1.1	7	2	-3	3	100	0
O=C(NC1CCCCC1)c1cc(-c2cccs2)on1	94	87	-2.2	4	-2	0	-4	120	3
Cc1cc([N+](=O)[O-])nn1CC(=O)N1CCc2ccccc2C1	101	100	-0.6	21	-1	3	-2	85	0
O=c1c2ccccc2ncn1-c1cccc(Br)c1	102	100	-0.5	10	3	10	1	91	0
COc1cc(C)ccc1OCCOc1c(C)cc(Cl)cc1Cl	95	94	0.5	15	-6	8	-1	107	0
CC1Cc2ccccc2N1C(=O)CSC1=NCCS1 (centres undefined)	98	95	-4.1	1	4	-4	3	99	0
O=C(N/C(=C/c1ccc(Br)cc1)C(=O)N1CCCC1)c1cccs1	98	103	1.1	-1	-3	3	1	120	0
COCCNC(=O)[C@@H]1CSC2c3ccc(OC)c(OC)c3C(=O)N21 (some centres undefined)	95	98	3.5	-1	6	-8	4	123	1
COc1cccc(-c2nc3n(n2)C(c2ccccc2Cl)C(C(N)=O)=C(C)N3)c1 (centres undefined)	95	92	-2.6	-1	4	0	6	100	2
CCc1nn(CC(=O)NCCCN2CCN(C)CC2)c(=O)c2cc3occc3n12	100	103	1.3	17	2	-6	6	94	0
COc1nnc(-c2ccc(N3CCCCC3)c(N)c2)c2ccccc12	93	104	0.2	4	2	0	-5	90	0
Cc1ccc(NC(=O)CN(C)CC(=O)Nc2ccccc2C#N)cc1	106	105	-0.8	3	2	-1	7	98	4
Fc1ccccc1CSc1nnc2ccc(-c3ccncc3)nn12	101	91	0.0	8	1	-3	2	90	1
COc1ccc(Nc2ncnc3sccc23)cc1	94	93	-4.8	21	0	-8	-4	103	1
CS(=O)(=O)N(CC(=O)Nc1ccc(Br)cc1F)C1CCCCC1	104	103	-0.6	19	1	-8	-5	94	3
CCc1nnc(-n2nc(C)cc2-c2ccccc2)n1N	104	107	.	10	2	7	2	102	4

Assay outcomes: PubChem, several laboratories
